TGFb inhibitor: qHTS for Inhibitors of TGF-b. HepG2 CAGA-GFP TGF-b/SMAD3 reporter, GFP fluorescence, 18 h; TGF-beta stimulated, 500 pg/mL final. Potency, µM (titrated, usually from 46.1 µM), for the others: top-dose activity, negative = inhibition, most hits filed as inhibitors. hit rate 1.2% among 410,000; note: % is set by controls: 0 for no effect and ±100 for the full control effect; nearly all actives have a fitted effect of over 65% in size
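Smad-responsive CAGA-GFP expression was quantified in HEPG2 cells exposed to compounds and 500 pg/mL final TGF-beta for 18 h at 37 degrees C; unstimulated wells defined full inhibition.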
ATXN2 expr inh: Primary qHTS for Inhibitors of ATXN expression | HEK-293 ATXN2-luciferase reporter, luminescence, 24 h | Potency, µM (highest dose often 57 µM), for inactives: at the top dose activity change, negative = inhibition, hits mostly inhibitors | hit rate 0.72% among 360,000; note: % is set by controls: 0 for no effect and ±100 for the full control effect; nearly all actives have a fitted effect of over 55% in size
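ATXN2-luciferase reporter cells (luciferase flanked by upstream and downstream ATXN2 gene portions) were treated 24 h at 37 °C with compounds at up to 57 uM. SteadyGlo luminescence gave expression; GF-AFC fluorescence gave viability.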
EPAC2 antagonist: qHTS for Antagonist of cAMP-regulated guanine nucleotide exchange factor 2 (EPAC2): primary screen. EPAC2 GEF exchange of Rap1B-BODIPY-GDP, fluorescence. Potency, µM (series often up to 114 µM), for the others: at the highest dose activity, negative = inhibition, hits mostly inhibitors. hit rate 0.18% among 360,000; note: % is set by controls: 0 for no effect and ±100 for the full control effect; nearly all actives have a fitted effect of over 45% in size; many of its hits are not listed in these tables
Target sequence (Q8WZA2 whole entry, looked up): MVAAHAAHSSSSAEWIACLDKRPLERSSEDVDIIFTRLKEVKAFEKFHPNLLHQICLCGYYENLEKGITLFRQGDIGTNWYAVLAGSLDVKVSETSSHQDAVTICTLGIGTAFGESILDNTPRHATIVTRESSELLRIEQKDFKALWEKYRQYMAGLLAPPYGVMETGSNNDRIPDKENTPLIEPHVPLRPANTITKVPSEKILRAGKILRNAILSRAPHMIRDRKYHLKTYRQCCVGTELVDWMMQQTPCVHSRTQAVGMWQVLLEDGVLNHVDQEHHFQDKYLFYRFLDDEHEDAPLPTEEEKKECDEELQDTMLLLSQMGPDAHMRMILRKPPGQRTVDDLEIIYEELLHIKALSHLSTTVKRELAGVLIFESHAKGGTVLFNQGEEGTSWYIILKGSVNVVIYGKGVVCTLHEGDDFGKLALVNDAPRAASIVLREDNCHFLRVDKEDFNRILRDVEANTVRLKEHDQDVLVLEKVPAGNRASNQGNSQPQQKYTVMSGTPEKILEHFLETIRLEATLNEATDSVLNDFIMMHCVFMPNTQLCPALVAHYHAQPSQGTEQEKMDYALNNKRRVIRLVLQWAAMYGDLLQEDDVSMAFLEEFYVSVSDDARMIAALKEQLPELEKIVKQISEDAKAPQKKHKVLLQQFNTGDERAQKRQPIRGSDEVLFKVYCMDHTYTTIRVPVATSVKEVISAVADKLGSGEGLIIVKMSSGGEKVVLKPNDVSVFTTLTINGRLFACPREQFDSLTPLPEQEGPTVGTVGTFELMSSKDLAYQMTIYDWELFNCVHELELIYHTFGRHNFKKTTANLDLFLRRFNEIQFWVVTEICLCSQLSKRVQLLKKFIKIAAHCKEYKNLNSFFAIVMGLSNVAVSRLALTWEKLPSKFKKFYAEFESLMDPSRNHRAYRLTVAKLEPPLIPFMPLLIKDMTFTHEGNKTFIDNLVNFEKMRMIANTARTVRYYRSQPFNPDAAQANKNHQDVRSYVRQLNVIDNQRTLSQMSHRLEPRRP
A549 tox: Nrf2 qHTS screen for inhibitors: counterscreen for cytotoxicity; A549 ARE-Fluc cells, CellTiter-Fluor viability, 18-24 h; Potency, µM (titrated, usually from 46 µM), inactives show at the top dose activity change, negative = cytotoxicity, most hits filed as inhibitors; hit rate 0.16% among 390,000; AID 504648, 2011; note: % is set by controls: 0 for no effect and ±100 for the full control effect
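A549 ARE-Fluc cells in 5% FBS OPTI-MEM, 5000 cells/well, rested 2 h then exposed to compounds in concentration-response for 18-24 h at 37 °C. Viability by CellTiter-Fluor fluorescence (Ex 405/Em 525) after 30 min; luciferase luminescence (BugLite, 15 min, RT) read afterwards.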
MCF10A rerep: A quantitative high throughput screen for small molecules that induce DNA re-replication in MCF 10a normal breast cells. MCF 10A DNA re-replication, Hoechst nuclear intensity, 48 h. Potency, µM (highest dose often 46.1 µM), without a hit: top-dose activity, positive = re-replication, hits mostly activators. hit rate 2.9% among 350,000. AID 624296, 2012; note: % of control where 0% means no effect; nearly all actives have a fitted effect of over 50% in size
Nrf2 block: Nrf2 qHTS screen for inhibitors | A549 ARE-Fluc reporter, luciferase luminescence, 18-24 h | AID 504444, 2011 | hit rate 2.1% among 360,000 | Potency, µM (highest dose often 46 µM), for inactives: at the top dose activity change, negative = inhibition, usual class: inhibitors; note: % is set by controls: 0 for no effect and ±100 for the full control effect; nearly all actives have a fitted effect of over 60% in size
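Two sequential reads on A549 ARE_Fluc cells exposed to compound for 18-24 h: a CellTiter-Fluor fluorescence read for viability, then a luciferase luminescence read for Nrf2/ARE activity.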
Nrf2 ARE act: qHTS of Nrf2 Activators; AREc32 ARE-luciferase reporter (MCF7-derived line), luminescence, 24 h; Potency, µM (series often up to 46.1 µM), without a hit: at the highest dose activation, usual class: activators; hit rate 0.31% among 410,000; note: % of control where 0% means no effect; nearly all actives have a fitted effect of over 65% in size
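Nrf2 activation is followed as ARE-luciferase induction in the AREc32 line after one day of compound treatment; luminescence is read with Steady-Glo.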
S2 tox: Viability Counterscreen for Primary qHTS for Inhibitors of ATXN expression; AID 651635, 2014; hit rate 0.49% among 400,000; S2 cells (HEK-293 line with an ATXN2-luciferase reporter) viability, CellTiter-Fluor protease fluorescence, 24 h; Potency, µM (doses to about 56.7 µM), usual class: cytotoxic; note: nearly all actives have a fitted effect of over 40% in size
HepG2 tox: qHTS for Inhibitors of TGF-b: Cytotox Counterscreen | HepG2 CAGA-GFP viability, ATP luminescence, 18 h | Potency, µM (doses to about 46.1 µM), for the others: at the top dose activity change, negative = cytotoxicity, most hits filed as cytotoxic | hit rate 0.76% among 410,000 | AID 588856, 2011; note: some results filed as inactive show a strong effect at the top dose
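HepG2 CAGA-GFP cells (1000/well, DMEM with 1% FBS) received compound, then TGF-beta at 500 pg/mL final, and were incubated 18 hours at 37 degrees C. Viability was read by CellTiter-Glo luminescence. Media-only wells were set as complete cell-killing and DMSO as no toxicity.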
* hit, by the source's call; [ ] = another dose, or the depositor's remark. Calls come from the whole dose curve; as a rule, active = well fitted curve in the direction sought with a large enough effect; inconclusive = small, poorly fitted or top-dose-only effect, or another doubt; inactive = no such curve, though single readings can be large; an effect the other way counts as inactive or inconclusive. Potency is the fitted concentration of half-maximal effect.

`CCOc1ccccc1CNC(=O)c1ccc(-c2nc(CSc3ccc(C)cc3)c(C)o2)cc1` gave TGFb inhibitor 1%, ATXN2 expr inh -5%, A549 tox 14%, Nrf2 block inconclusive, Nrf2 ARE act 0.4%, S2 tox inactive and HepG2 tox -14%.
N#Cc1cnn(-c2ncnc3sc4c(c23)CCCC4)c1N was read as TGFb inhibitor -15%, ATXN2 expr inh 3%, EPAC2 antagonist 21%, A549 tox 0%, MCF10A rerep 14%, Nrf2 block 2%, Nrf2 ARE act 0.6%, S2 tox inactive and HepG2 tox -46%.
Screening Cc1ccc(C(=O)N2c3ccccc3Sc3ccccc32)cc1 returned TGFb inhibitor -10%, ATXN2 expr inh -2%, EPAC2 antagonist -21%, Nrf2 ARE act -0.5%, S2 tox inactive and HepG2 tox 1%.
`S=C(Nc1cccc(Cl)c1Cl)N1CCCC1` gave TGFb inhibitor -7%, ATXN2 expr inh 6%, EPAC2 antagonist 5%, A549 tox 0%, MCF10A rerep 4%, Nrf2 block 7%, Nrf2 ARE act 10%, S2 tox inactive and HepG2 tox -1%.
Screening COc1ccc2cc(-c3nc(Cl)c4c5c(sc4n3)CCCC5)c(=O)oc2c1 returned TGFb inhibitor 88%[activator], ATXN2 expr inh 13%, A549 tox -1%, Nrf2 block 2%, Nrf2 ARE act -0.6% and HepG2 tox 1%.
Cc1cccc(C(=O)N2CCC(Cc3ccccc3)CC2)c1[N+](=O)[O-] was read as TGFb inhibitor -3%, ATXN2 expr inh -18%, EPAC2 antagonist -1%, A549 tox -3%, MCF10A rerep inconclusive, Nrf2 block -29%, Nrf2 ARE act -0.6%, S2 tox inactive and HepG2 tox -32%.
Screening CC(OC(=O)CNC(=O)C12CC3CC(CC(C3)C1)C2)C(=O)Nc1ccc(S(N)(=O)=O)cc1 (configuration not stated) returned TGFb inhibitor -26%, ATXN2 expr inh 13%[11.3 µM], EPAC2 antagonist 3%, A549 tox -7%, MCF10A rerep -5%, Nrf2 block -3%, Nrf2 ARE act -0.8%, S2 tox inactive and HepG2 tox 5%.
Screening Cc1ccc(C(=O)NNC(=O)c2cccc(S(=O)(=O)N3CCN(c4ccccc4)CC3)c2)cc1 returned TGFb inhibitor -15%, ATXN2 expr inh -6%, EPAC2 antagonist -2%, A549 tox 1%, MCF10A rerep 9%, Nrf2 block -28%, Nrf2 ARE act -0.5%, S2 tox inactive and HepG2 tox 10%.
Screening CCOCCCNC(=O)c1oc2ccc(S(=O)(=O)N3CCOCC3)cc2c1C returned TGFb inhibitor 5%, ATXN2 expr inh -7%, EPAC2 antagonist -6%, A549 tox 0%, MCF10A rerep 12%, Nrf2 block -21%, Nrf2 ARE act -0.9%, S2 tox inactive and HepG2 tox 10%.
`CCOc1ccc(N(CC(=O)N2CC=C(c3ccccc3)CC2)S(=O)(=O)c2c(C)noc2C)cc1` gave TGFb inhibitor 0%, ATXN2 expr inh -12%, EPAC2 antagonist 11%, A549 tox -6%, MCF10A rerep 16%, Nrf2 block inconclusive, Nrf2 ARE act -0.7%, S2 tox inactive and HepG2 tox 5%.
C=CCN1C(=O)c2ccccc2NC1c1ccc(Br)s1 (configuration not stated) was read as TGFb inhibitor 6%, ATXN2 expr inh -5%, EPAC2 antagonist -22%, A549 tox -17%, MCF10A rerep 6%, Nrf2 block 9%, Nrf2 ARE act 0.1%, S2 tox inactive and HepG2 tox 6%.
CC(Oc1ccccc1Cl)c1nnc(N)s1 (configuration not stated) was read as TGFb inhibitor 16%, ATXN2 expr inh -3%, EPAC2 antagonist 12%, A549 tox 1%, MCF10A rerep 3%, Nrf2 block 4%, Nrf2 ARE act -0.9%, S2 tox inconclusive and HepG2 tox 6%.
Screening COCCn1c(Sc2nc(C)cs2)nc2c1c(=O)[nH]c(=O)n2C returned TGFb inhibitor -6%, ATXN2 expr inh -8%, EPAC2 antagonist 1%, A549 tox 0%, MCF10A rerep -2%, Nrf2 block -3%, Nrf2 ARE act 0.7%, S2 tox inconclusive and HepG2 tox 7%.
`Cc1cc(C(=O)COC(=O)c2ccc(O)cc2)c(C)n1CC(F)(F)F` gave TGFb inhibitor 0%, EPAC2 antagonist -27%, A549 tox -8%, MCF10A rerep 1%, Nrf2 block inconclusive, Nrf2 ARE act 5.4%, S2 tox inactive and HepG2 tox -19%.
For CC(C)CCNC(=O)C1CCC(=O)N1C(C)C (configuration not stated) the results were TGFb inhibitor -5%, ATXN2 expr inh -1%, EPAC2 antagonist 5%, A549 tox 19%, MCF10A rerep -3%, Nrf2 block 8%, Nrf2 ARE act 0.1%, S2 tox inactive and HepG2 tox 2%.
For COc1cc(NC(=O)C2CCN(S(=O)(=O)c3cccc4nonc34)CC2)cc(OC)c1 the results were TGFb inhibitor 0%, ATXN2 expr inh 6%, EPAC2 antagonist -13%, A549 tox -1%, MCF10A rerep 13%, Nrf2 ARE act 2.4%, S2 tox inactive and HepG2 tox -28%.
Screening Cc1cc(C)n2c(SCC(=O)NC3CCCCC3C)nnc2n1 (configuration not stated) returned TGFb inhibitor 7%, ATXN2 expr inh -12%, EPAC2 antagonist 6%, A549 tox 1%, MCF10A rerep 0%, Nrf2 block 12%, Nrf2 ARE act -0.6%, S2 tox inactive and HepG2 tox 9%.
Screening Cc1cccc(C)c1NC(=O)CCCSc1nnnn1C returned TGFb inhibitor -20%, ATXN2 expr inh 1%, EPAC2 antagonist -2%, A549 tox -7%, MCF10A rerep 3%, Nrf2 block 12%, Nrf2 ARE act 0.5%, S2 tox inactive and HepG2 tox -61%.
Screening O=Cc1cn(CC(O)Cn2cc(C=O)c3ccccc32)c2ccccc12 returned TGFb inhibitor 11%, ATXN2 expr inh 1%, EPAC2 antagonist -4%, A549 tox 7%, MCF10A rerep -7%, Nrf2 block 0%, Nrf2 ARE act 0.2%, S2 tox inactive and HepG2 tox 28%.
Screening Cc1nnc(SCC(=O)Nc2sccc2C(N)=O)n1Cc1ccccc1 returned TGFb inhibitor 4%, ATXN2 expr inh 6%, EPAC2 antagonist 10%, A549 tox 2%, MCF10A rerep 2%, Nrf2 block 8%, Nrf2 ARE act -0.5%, S2 tox inactive and HepG2 tox -8%.
`COc1ccccc1NC(=O)C(CC(C)C)NC(=O)C1CCCCC1` (configuration not stated) gave TGFb inhibitor -23%, ATXN2 expr inh -3%, EPAC2 antagonist 5%, A549 tox 3%, MCF10A rerep 3%, Nrf2 block 14%, Nrf2 ARE act 0.3%, S2 tox inactive and HepG2 tox 8%.
O=c1c2c([N+](=O)[O-])cc([N+](=O)[O-])cc2sn1Cc1ccccc1 was read as TGFb inhibitor inconclusive, ATXN2 expr inh inconclusive, EPAC2 antagonist -3%, A549 tox -5%, MCF10A rerep inconclusive, Nrf2 block -29%, Nrf2 ARE act -0.6%, S2 tox inconclusive and HepG2 tox 16µM*.
Screening NS(=O)(=O)c1ccc(CNC(=O)c2ccc(Cl)c(S(=O)(=O)NCc3ccccc3)c2)cc1 returned TGFb inhibitor -1%, ATXN2 expr inh 14%, EPAC2 antagonist 3%, A549 tox -6%, MCF10A rerep 6%, Nrf2 block -20%, Nrf2 ARE act -0.7%, S2 tox inactive and HepG2 tox 4%.
For CC(=O)Nc1ccc(S(=O)(=O)Nc2cc(C)c(-n3nc4ccccc4n3)cc2O)cc1 the results were TGFb inhibitor -26%, ATXN2 expr inh 5%, EPAC2 antagonist 10%, A549 tox -3%[1.84 µM], MCF10A rerep 2%, Nrf2 block -15%, Nrf2 ARE act -0.2%, S2 tox inactive and HepG2 tox -9%.
Screening Cc1ccc(NC(=O)CC(=O)Nc2ccc(C)cc2C)c(C)c1 returned TGFb inhibitor inconclusive, EPAC2 antagonist -5%, A549 tox -2%, MCF10A rerep 9%, Nrf2 block 14%, Nrf2 ARE act -0.6%, S2 tox inactive and HepG2 tox -3%.
`COc1ccc(C2(C)NC(=O)N(CC(=O)c3ccc4c(c3)OCO4)C2=O)cc1` (configuration not stated) gave TGFb inhibitor -4%, ATXN2 expr inh 1%, EPAC2 antagonist 1%, A549 tox -4%, MCF10A rerep 5%, Nrf2 block 4%, Nrf2 ARE act -0.3%, S2 tox inactive and HepG2 tox -3%.
For CCNC(=S)Nc1scc(-c2ccccc2)c1C(=O)OCC the results were TGFb inhibitor inconclusive, ATXN2 expr inh 2%, EPAC2 antagonist 3%, A549 tox 3%, MCF10A rerep inconclusive, Nrf2 block inconclusive, Nrf2 ARE act 0.2%, S2 tox inactive and HepG2 tox -31%.
`O=C(NCc1ccccc1Cl)c1ccc(-c2ccccc2)cc1` gave TGFb inhibitor 1%, ATXN2 expr inh 22%, EPAC2 antagonist 0%, A549 tox -3%, MCF10A rerep 2%, Nrf2 block 0%, Nrf2 ARE act 4.5%, S2 tox inactive and HepG2 tox -10%.
`CCCCCc1nnc(NC(=O)OCCC)s1` gave TGFb inhibitor -23%, ATXN2 expr inh 30%, EPAC2 antagonist -1%, A549 tox -10%, MCF10A rerep -178%[0.0737 µM], Nrf2 block 5%, Nrf2 ARE act 2.3%, S2 tox inactive and HepG2 tox 1%.

For reference, 3 of the compounds above:
For CCNC(=S)Nc1scc(-c2ccccc2)c1C(=O)OCC the results were TGFb inhibitor inconclusive, ATXN2 expr inh 2%, EPAC2 antagonist 3%, A549 tox 3%, MCF10A rerep inconclusive, Nrf2 block inconclusive, Nrf2 ARE act 0.2%, S2 tox inactive and HepG2 tox -31%.
`O=C(NCc1ccccc1Cl)c1ccc(-c2ccccc2)cc1` gave TGFb inhibitor 1%, ATXN2 expr inh 22%, EPAC2 antagonist 0%, A549 tox -3%, MCF10A rerep 2%, Nrf2 block 0%, Nrf2 ARE act 4.5%, S2 tox inactive and HepG2 tox -10%.
`CCCCCc1nnc(NC(=O)OCCC)s1` gave TGFb inhibitor -23%, ATXN2 expr inh 30%, EPAC2 antagonist -1%, A549 tox -10%, MCF10A rerep -178%[0.0737 µM], Nrf2 block 5%, Nrf2 ARE act 2.3%, S2 tox inactive and HepG2 tox 1%.

High-throughput results (PubChem)

Only part of the results is shown; count on the stated rates, not on these rows.
